Screening data: PubChem BioAssay, several laboratories
M4 PAM – human M4 muscarinic receptor positive allosteric modulators, primary screen, CHO-K1 cells, Fluo-8 calcium fluorescence; activation, % at 3 µM; 0.4% of 360,000 active; CHO-K1 hM4/Gqi5, ACh EC20; 0% = ACh EC20, 100% = maximal ACh;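 active = activation above its plate's cutoff, the mean activation of sample wells plus 3 SD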; note: some results filed as inactive read as strong as hits
Target sequence (P08173 whole entry, looked up): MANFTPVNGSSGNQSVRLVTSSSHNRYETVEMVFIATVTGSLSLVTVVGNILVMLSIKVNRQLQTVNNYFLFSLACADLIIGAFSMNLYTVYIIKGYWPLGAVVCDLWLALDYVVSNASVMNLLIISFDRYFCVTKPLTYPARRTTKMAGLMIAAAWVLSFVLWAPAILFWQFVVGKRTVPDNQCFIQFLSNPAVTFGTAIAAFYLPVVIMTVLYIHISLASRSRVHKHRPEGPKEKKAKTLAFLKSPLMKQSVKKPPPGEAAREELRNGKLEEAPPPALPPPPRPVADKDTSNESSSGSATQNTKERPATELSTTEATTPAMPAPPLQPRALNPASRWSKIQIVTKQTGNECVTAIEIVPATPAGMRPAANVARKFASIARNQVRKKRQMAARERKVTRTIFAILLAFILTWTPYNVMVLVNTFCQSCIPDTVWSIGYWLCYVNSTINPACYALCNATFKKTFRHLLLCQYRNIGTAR
M5 ag – human M5 muscarinic receptor agonists, primary screen, CHO-K1 cells, Fluo-8 calcium fluorescence; CHO-K1 hM5 cells; 0% DMSO wells, 100% maximal acetylcholine response; 0.19% of 360,000 active; activation, % at 3 µM;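 active = activation above the run's mean over test compounds plus 3 SD, cut at about 23% in these data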;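 note: signal is peak over basal fluorescence ratio across the kinetic read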
M4 antag – human M4 muscarinic receptor antagonists, primary screen, CHO cells, Fluo-8 calcium fluorescence | 0.73% of 360,000 active | inhibition, % at 3 µM | CHO-hM4 cells, ACh EC80;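 active = inhibition above its plate's cutoff, the mean inhibition of sample wells plus 3 SD, cut at about 27% in these data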;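 note: 0% = acetylcholine EC80 with DMSO and 100% = DMSO without agonist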
CHRM1 PAM – human M1 muscarinic receptor positive allosteric modulators, primary screen, CHO-K1 cells, Fluo-8 calcium fluorescence, 1536-well; Muscarinic acetylcholine receptor M1 (Homo sapiens), P11229; CHO-K1 hM1, ACh EC20; 0% = ACh EC20, 100% = maximal ACh; activation, % at 3 µM; 0.088% of 360,000 active; AID 588819, 2011; in the data active = activation above about 19%, passing the limit was not always enough
Target sequence (P11229 whole entry, looked up): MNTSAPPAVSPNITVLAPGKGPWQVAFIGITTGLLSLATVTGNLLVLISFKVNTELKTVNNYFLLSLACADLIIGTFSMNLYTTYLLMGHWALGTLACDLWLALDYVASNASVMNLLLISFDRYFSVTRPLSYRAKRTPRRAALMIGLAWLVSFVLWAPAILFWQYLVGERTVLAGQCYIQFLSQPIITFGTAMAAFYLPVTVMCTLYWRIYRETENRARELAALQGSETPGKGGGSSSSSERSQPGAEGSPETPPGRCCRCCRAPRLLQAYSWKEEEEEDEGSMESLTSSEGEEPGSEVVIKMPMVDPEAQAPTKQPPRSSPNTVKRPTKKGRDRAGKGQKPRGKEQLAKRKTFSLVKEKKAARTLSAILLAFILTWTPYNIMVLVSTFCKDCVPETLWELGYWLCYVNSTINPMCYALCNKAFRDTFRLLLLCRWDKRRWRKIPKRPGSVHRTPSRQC
M4 ag – human M4 muscarinic receptor agonists, primary screen, CHO-K1 cells, Fluo-8 calcium fluorescence. CHO-K1 hM4/Gqi5; vehicle 0%, full acetylcholine response 100%. activation, % at 3 µM. 0.14% of 360,000 active;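 active = activation above the run mean over all test wells plus 3 SD, cut at about 32% in these data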;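 note: peak over basal fluorescence ratio per well then scaled between controls; 0% = DMSO wells and 100% = acetylcholine at EC100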
CHRM5 antagonist – human M5 muscarinic receptor antagonists, primary screen, CHO cells, Fluo-8 calcium fluorescence. Muscarinic acetylcholine receptor M5 (Homo sapiens), P08912. AID 624040, 2012. inhibition, % at 3 µM. 0.59% of 360,000 active. CHO-hM5 cells, ACh EC80;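 active = inhibition above a per-plate cutoff, the mean of that plate's test compounds plus 3 SD, cut at about 27% in these data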;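 note: 0% = acetylcholine EC80 with DMSO and 100% = DMSO without agonist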
M1 antag – human M1 muscarinic receptor antagonists, primary screen, CHO-K1 cells, Fluo-8 calcium fluorescence, 1536-well. CHO-K1 hM1, ACh EC80 antagonist. inhibition, % at 3 µM. 1.3% of 360,000 active. AID 588852, 2011;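 active = percent inhibition above its own plate's cutoff, namely the mean of that plate's compound wells plus 3 SD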;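 note: peak over basal fluorescence ratio during 140 s after agonist addition; 0% = ACh EC80 plus DMSO and 100% = DMSO alone without agonist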
CRFR2-BP ag – agonists of CRF-BP/CRF-R2 complex, primary screen, cell-based, HEK293, calcium dye fluorescence, uHTS; 0.46% of 350,000 active; calcium dye fluorescence (FLIPR); percent of saturating CRF peptide response; activation, % at 13.2 µM; CRF-binding protein / CRF receptor 2 complex (human);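 active = activation of at least 50%, plus an integration ratio under a set limit after plate pattern correction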;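 note: plate controls were neutral control wells without compound for no effect and CRF at EC100 for full effect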
M5 PAM – human M5 muscarinic receptor positive allosteric modulators, primary screen, CHO-K1 cells, Fluo-8 calcium fluorescence. Muscarinic acetylcholine receptor M5 (Homo sapiens), P08912. CHO-K1 hM5, ACh EC20 PAM; 0% = ACh EC20, 100% = ACh EC100. activation, % at 3 µM. 0.3% of 360,000 active;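 active = activation above the run cutoff, the mean activation of all test compounds plus 3 SD, cut at about 18% in these data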
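Assay system – human M5 receptor in CHO-K1 cells · Read-out – % activation, ACh-normalized · Technique – Fluo-8 calcium fluorescence · Dosing – single-point, 3 µM nominal · Incubation – Fluo-8 loading 80 min at 37 °C plus 30 min room temperature · Repeats – singlicate, one well per test compound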
An asterisk follows results filed as active; · = no result given. Compounds were not picked by outcome. Share with any hit: about 2.8%.

Results follow in this order: M4 PAM | M5 ag | M4 antag | CHRM1 PAM | M4 ag | CHRM5 antagonist | M1 antag | CRFR2-BP ag | M5 PAM
O=C(O)c1ccccc1C(=O)c1ccc(F)c(F)c1
→ 3.5 | -0.6 | -3.9 | 7.4 | 0.1 | 6.1 | -10.5 | 0.3 | 2.2
CC1(C)CC(=O)c2c(nn(-c3ccccc3)c2-c2ccncc2)C1
→ 11.2 | -3.0 | -12.5 | 5.5 | -0.2 | -4.0 | -6.8 | 2.2 | -2.3
COc1ccc(C2c3ccc(O)cc3Oc3ncn(Cc4ccco4)c(=N)c32)cc1 (centres undefined)
→ -1.2 | -5.4 | -3.8 | 2.3 | -1.4 | 8.6 | -4.4 | 3.6 | -6.4
O=C(COC(=O)c1ccc(S(=O)(=O)N2CCCCC2)cc1)NC1CCCCC1
→ 5.1 | 0.4 | -3.9 | 4.9 | 0.7 | -4.4 | -9.8 | 0.6 | 5.4
COc1ccc2c(c1)-c1c(ssc1=S)C(C)(C)N2
→ 2.5 | -5.9 | -5.9 | -11.8 | -3.6 | 3.9 | -1.5 | -0.8 | -3.9
COc1ccc2[nH]c(C)c(CCNC(=S)Nc3ccc(F)cc3)c2c1
→ -0.6 | -1.0 | 8.2 | -2.4 | 1.5 | 0.4 | -4.2 | -1.4 | -2.6
COc1cc(CN2C(=O)C(NC(=O)c3ccco3)(C(F)(F)F)C3=C2CC(C)(C)CC3=O)cc(OC)c1 (centres undefined)
→ -4.0 | -4.9 | -1.9 | 0.9 | 0.0 | 1.0 | -3.4 | -0.9 | 4.8
C=CCSc1nc(N)c(C(=O)Nc2ccccc2C)cc1C(N)=O
→ 4.0 | -0.1 | 0.8 | 1.5 | 2.2 | 1.9 | -4.0 | -0.2 | -3.4
COc1ccc(S(=O)(=O)N2CCCC2)cc1NC(=O)c1ccccc1
→ -5.2 | -0.1 | 11.3 | 4.6 | 0.3 | 1.7 | -7.4 | -0.8 | 2.3
Cn1c(=O)c2c(nc(Br)n2CCSc2nc3ccccc3o2)n(C)c1=O
→ 6.1 | -1.8 | 2.1 | 5.3 | 0.1 | -0.4 | -1.8 | -0.1 | 1.3
COC(=O)CSCc1nc2ccccc2[nH]c1=O
→ 7.0 | 0.1 | -15.8 | 12.1 | 0.7 | -5.6 | -3.8 | 21.5 | -1.6
Cc1ccc(-c2ccc(/C=N/NC(=O)Cc3nnc(N)s3)o2)cc1Cl
→ 1.6 | 1.6 | 8.4 | 11.3 | 0.9 | -0.8 | -11.7 | -4.1 | 4.6
CC(C)C(=O)Nc1nnc(CCc2nnc(NC(=O)C(C)C)s2)s1
→ 5.7 | -0.8 | 1.0 | 3.8 | 1.4 | -13.1 | -14.8 | 0.2 | 7.5
COc1ccc(CCn2c(NN=C3CCCCC3)nc3c2c(=O)[nH]c(=O)n3C)cc1
→ 13.8* | 1.5 | 2.4 | 1.4 | -0.1 | 6.0 | -5.8 | 1.1 | 5.4
CN(CCc1ccccc1)C(=O)c1cccc(NC(=O)Cc2cccc(NC(=O)C3CCCN(C(=O)c4ccccc4)C3)c2)c1 (centres undefined)
→ -1.7 | 0.0 | 1.6 | 8.0 | 0.4 | -0.2 | -5.8 | -0.6 | -3.8
COc1ccc(CNC(=O)CSc2nnc3c(Cl)cc(C(F)(F)F)cn23)cc1OC
→ -7.2 | 1.6 | 1.0 | -7.1 | 1.5 | 6.1 | 9.3 | -0.4 | -2.9
CCN(c1ccccc1)S(=O)(=O)c1ccc(Cl)c(C(=O)Nc2ccncc2)c1
→ 1.3 | 1.4 | -12.2 | -11.4 | 8.7 | -1.7 | 3.6 | -0.3 | -10.3
COc1ccc(NC(=O)COC(=O)CCCOc2ccc(Cl)cc2Cl)cc1
→ -4.1 | -1.6 | 4.5 | -1.3 | 1.7 | 2.7 | -3.5 | 0.9 | -5.0
CC(=O)NN1C(=O)c2ccccc2NC1c1ccoc1 (centres undefined)
→ -3.3 | -0.5 | 5.4 | 4.7 | 0.9 | 5.6 | -3.4 | -0.1 | 0.5
CSC1=NCCN1C(=O)Cc1ccc(Cl)cc1
→ -1.4 | 1.7 | -2.5 | 5.3 | 1.4 | -3.7 | -7.7 | 0.3 | -7.4
CCCC(C)c1nnc(NC(=O)COc2ccc3c(c2)OCO3)s1 (centres undefined)
→ -4.8 | -0.3 | 4.5 | -13.3 | 2.8 | 15.8 | 8.1 | 0.6 | -4.7
CN1CCN(CC(=O)N2c3ccccc3C(C)(c3ccccc3)CC2(C)C)CC1 (centres undefined)
→ -1.2 | -8.0 | -4.2 | 0.4 | 1.6 | 7.8 | -2.2 | 3.4 | -4.8
COc1ccc(NC(=O)CN(Cc2ccccc2)S(C)(=O)=O)c(OC)c1
→ -8.6 | -1.7 | 13.5 | -8.4 | 3.5 | 4.5 | 20.0 | -3.9 | 10.6
N#CCSc1nnc(Cc2ccc3c(c2)OCO3)o1
→ -3.6 | -1.3 | 0.5 | 10.4 | -0.1 | -1.0 | -7.4 | 1.8 | 1.5
COCCCNC(=S)N1CCN(C)CC1
→ 4.9 | -4.5 | 2.4 | 9.0 | -0.1 | -2.3 | -10.2 | 0.9 | 6.9
Cc1cccc(OCC(=O)NS(=O)(=O)c2ccc(Br)cc2)c1
→ 0.8 | -3.0 | 0.9 | 16.3 | 0.3 | -13.5 | -7.6 | 3.1 | 13.7
COc1ccc(-c2cc(C(F)(F)F)n3ncc(C(=O)NCc4ccco4)c3n2)cc1
→ 4.7 | -5.5 | -8.2 | -0.6 | 0.3 | -1.4 | -3.3 | -0.6 | 6.0
COc1ccc(S(=O)(=O)N2CCOCC2)cc1NC(=O)CCNC(=O)c1ccc(Cl)cc1
→ 5.0 | -0.2 | -2.8 | 4.0 | 0.4 | 4.2 | -4.0 | 0.5 | 0.8
COc1cc(-c2nc3c4ccccc4nc(=S)n3[nH]2)cc(OC)c1OC
→ -0.5 | 0.8 | 5.3 | 6.3 | -0.4 | -2.1 | -5.8 | -1.1 | 8.2
Cc1ccc(N(CC(=O)O)S(=O)(=O)c2cccc3nonc23)cc1
→ 21.6 | -3.3 | -12.7 | -0.7 | 0.3 | -0.6 | -6.9 | -0.8 | 3.8

Part of the list above in another layout.
Molecule	M4 PAM	M5 ag	M4 antag	CHRM1 PAM	M4 ag	CHRM5 antagonist	M1 antag	CRFR2-BP ag	M5 PAM
CCCC(C)c1nnc(NC(=O)COc2ccc3c(c2)OCO3)s1 (centres undefined)	-4.8	-0.3	4.5	-13.3	2.8	15.8	8.1	0.6	-4.7
CN1CCN(CC(=O)N2c3ccccc3C(C)(c3ccccc3)CC2(C)C)CC1 (centres undefined)	-1.2	-8.0	-4.2	0.4	1.6	7.8	-2.2	3.4	-4.8
COc1ccc(NC(=O)CN(Cc2ccccc2)S(C)(=O)=O)c(OC)c1	-8.6	-1.7	13.5	-8.4	3.5	4.5	20.0	-3.9	10.6
N#CCSc1nnc(Cc2ccc3c(c2)OCO3)o1	-3.6	-1.3	0.5	10.4	-0.1	-1.0	-7.4	1.8	1.5

(next part)
Results follow in this order: M4 PAM | M5 ag | M4 antag | CHRM1 PAM | M4 ag | CHRM5 antagonist | M1 antag | CRFR2-BP ag | M5 PAM
CCOC(=O)C1=CCN(S(=O)(=O)c2cccc(Cl)c2)C1c1ccc(C)cc1 (centres undefined)
→ -5.5 | -4.7 | -14.3 | -6.7 | -0.8 | -0.7 | 4.1 | · | -8.6
Cc1ccc(OCCOC(=O)c2c(-c3ccccc3)noc2C)cc1
→ -8.0 | -2.4 | -5.2 | -5.7 | -0.4 | 1.9 | 7.4 | 0.7 | -0.9
CC(=O)Nc1ccc(S(=O)(=O)NCCC(=O)OCC(=O)NC(C)c2ccc(Cl)cc2)cc1 (centres undefined)
→ -3.3 | 1.0 | 2.2 | -8.1 | 0.8 | 10.1 | 15.7 | 3.0 | -2.9
COc1cc(C(=O)N2CCCC(c3cc(C(=O)NCc4ccccc4)no3)C2)cc(OC)c1C (centres undefined)
→ 1.4 | -2.0 | -15.9 | 6.4 | 5.5 | -2.8 | -13.0 | · | 0.3
COc1ccccc1COC(=O)C(NC(=O)c1ccc(C)cc1)C(C)C (centres undefined)
→ -0.5 | -4.0 | -2.5 | 3.4 | 1.6 | -1.6 | -6.3 | -1.1 | 0.0
CC(=O)Oc1cccc2c1C(=O)c1c(OC(C)=O)cc(C(=O)O)cc1C2=O
→ 7.1 | 1.6 | -12.2 | 1.1 | 1.1 | -0.4 | -17.9 | -1.2 | -0.3
COc1ccccc1Cc1c(-c2ccc(F)cc2)nc2cc(C)c(Br)c(C)n12
→ -3.7 | 2.2 | -0.8 | · | 0.1 | 1.4 | · | · | 1.9
CCOc1ccc(/C=N/NC(=O)c2nnn(-c3nonc3N)c2-c2ccc(OCC)cc2)cc1
→ 17.8 | 3.6 | -15.2 | 16.3 | 0.7 | 4.9 | -7.7 | -1.5 | 0.4
CCCc1cc(N2CCCC(C(=O)Nc3ccc(OC)cc3OC)C2)n2ncnc2n1 (centres undefined)
→ -6.1 | 1.1 | 0.9 | -2.2 | -0.6 | 6.0 | 2.2 | 0.3 | -3.0
CC1(C)CC(NC(=O)c2ccc3c(c2)OCO3)CC(C)(C)N1
→ -0.7 | 0.7 | -1.5 | 1.6 | 1.1 | 2.3 | -0.2 | -0.1 | 0.2
N#CC(c1ccc(Cl)nn1)c1c(F)cccc1Cl (centres undefined)
→ 10.0 | 0.8 | -5.0 | 15.4 | 0.9 | -7.1 | -16.3 | -4.5 | 12.5
CCc1nc2ccc(C(=O)Nc3cccc(OC)c3)cn2c1N(CC)Cc1cccc(Br)c1
→ -7.2 | -1.2 | -0.2 | -4.6 | 0.8 | 6.4 | -5.6 | · | -5.4
Cc1cccc(C(=O)OCC(=O)N2CCCC2=O)c1[N+](=O)[O-]
→ -0.7 | 1.4 | 2.6 | 7.0 | 4.8 | 3.3 | -3.5 | -1.5 | 0.0
O=C(CSc1nnc(Cc2cccs2)n1-c1ccc(Cl)cc1)NCc1ccc2c(c1)OCO2
→ 3.1 | 0.5 | -1.4 | 1.6 | 0.9 | -6.2 | -16.4 | 2.2 | 4.5
O=C(NCCCN1CCCC1)Nc1ccc(F)cc1
→ -1.6 | 0.5 | -9.3 | 8.8 | 0.7 | 0.7 | -17.6 | 0.0 | 3.7
N/C(=N\OC(=O)CC1CCCCC1)c1ccc([N+](=O)[O-])cc1
→ 5.9 | -3.2 | 8.8 | 2.7 | -0.3 | 8.5 | 5.2 | 6.4 | -1.5
CN(CC(=O)Nc1cccc(F)c1)C(=O)c1cc(-c2ccco2)nc2ccccc12
→ 3.6 | -0.7 | 2.2 | 12.0 | 10.8 | 3.1 | -0.1 | 0.2 | 0.7
Cc1nn(-c2ccc(Br)cc2)c(=O)c2ccccc12
→ 1.6 | -0.6 | -0.4 | 6.3 | 0.5 | 1.0 | -8.1 | -0.7 | 1.6
